# High-throughput results from PubChem BioAssay.
# IDE cell inh: cellular human IDE inhibition. P14735. HEK cells, FAbetaB cleavage, fluorescence polarization. inhibition, % at 5.59 µM. 320,000 tested, 0.41% active. AID 434962;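 active means percent inhibition above the average of all tested compounds plus 3 SD, set per screening campaign, cut at about 16% in these data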;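 further: IDE supplied by intact live HEK cells; FP after avidin binding of uncleaved biotin substrate so inhibition keeps polarization high; 0% = DMSO wells and 100% = 60 µM reference IDE inhibitor Ii1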
# GalR3 antagonist: human GalR3 antagonism | HEK293 GalR3-CNG cAMP membrane potential fluorescence; galR3 body fused to GalR1 C-terminus | 360,000 tested, 0.44% active | inhibition, % at 3 µM;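 active means inhibition above the screen-wide average plus 3 SD, cut at about 13% in these data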;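 further: forskolin and galanin both at EC90 stimulate the cells; cAMP rise reported by CNG channel membrane potential dye signal; 0% = forskolin plus galanin with DMSO and 100% = forskolin alone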
# Target sequence (O60755 1-299 limits assumed): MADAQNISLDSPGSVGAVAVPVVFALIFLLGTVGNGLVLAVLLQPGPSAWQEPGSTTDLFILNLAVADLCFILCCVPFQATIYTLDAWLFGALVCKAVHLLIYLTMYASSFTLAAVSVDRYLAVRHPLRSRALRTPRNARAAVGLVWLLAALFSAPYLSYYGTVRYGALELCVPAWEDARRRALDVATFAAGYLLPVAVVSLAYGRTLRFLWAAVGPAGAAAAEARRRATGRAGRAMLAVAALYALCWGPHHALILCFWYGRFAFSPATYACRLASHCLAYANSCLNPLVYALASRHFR
# pCIP destab: p/CIP protein destabilization | Q05BA5 | F442A p/CIP-EGFP cells, EGFP fluorescence, 16 h | decrease of EGFP signal, % at 10 µM | 290,000 tested, 0.01% active;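 active means EGFP signal decrease of at least 30% at 10 µM or well 3 SD below plate mean, unless failing retest; inactive means the rest, including hits failing retest or dose response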; further: some compounds called inactive have numbers as strong as hits; many of its hits are not listed in these tables
# CHRM4 PAM: positive allosteric modulators of human muscarinic M4 receptor. CHO-K1 hM4/Gqi5, Fluo-8 calcium fluorescence, ACh EC20; 0% = ACh EC20, 100% = maximal ACh. activation, % at 3 µM. 360,000 tested, 0.4% active. AID 624126;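 active means activation above its plate's cutoff, the mean activation of sample wells plus 3 SD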; further: some results filed as inactive read as strong as hits
# Target sequence (P08173 whole entry, looked up): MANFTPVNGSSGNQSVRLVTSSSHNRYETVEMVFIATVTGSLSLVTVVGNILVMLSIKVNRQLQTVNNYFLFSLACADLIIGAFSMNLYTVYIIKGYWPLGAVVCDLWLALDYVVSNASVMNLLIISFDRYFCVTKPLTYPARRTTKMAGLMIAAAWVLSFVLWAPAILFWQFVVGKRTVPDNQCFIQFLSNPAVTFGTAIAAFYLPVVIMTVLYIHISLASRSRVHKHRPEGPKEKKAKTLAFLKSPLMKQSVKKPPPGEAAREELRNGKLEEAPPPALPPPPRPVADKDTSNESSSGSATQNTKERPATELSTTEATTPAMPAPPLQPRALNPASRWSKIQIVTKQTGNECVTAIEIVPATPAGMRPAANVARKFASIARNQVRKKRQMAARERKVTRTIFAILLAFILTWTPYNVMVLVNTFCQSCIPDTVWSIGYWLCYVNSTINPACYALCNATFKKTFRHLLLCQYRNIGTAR
# IDE cell activ: boosts human insulin-degrading enzyme activity in HEK cells. P14735. FAbeta-B cleavage, fluorescence polarization; 0% vehicle, 100% cell-free pure enzyme wells. activation, % at 5.96 µM. 340,000 tested, 0.073% active;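 active means activation above the mean of all tested compounds plus 3 SD, set per screening campaign, cut at about 17% in these data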
# CRFBP-R2 block: blocks CRF-induced signaling of the CRF-BP/CRF-R2 complex | HEK293 CRF-R2/CRF-BP, CRF-induced calcium fluorescence | inhibition, % at 11.8 µM | 350,000 tested, 0.59% active | AID 588475;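 active means inhibition of the ligand-induced calcium signal above about 50% at the single tested concentration, limit read from the data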
# PHOSPHO1 block: inhibitors of human PHOSPHO1 phosphatase | recombinant PHOSPHO1, absorbance phosphatase assay | inhibition, % at 13.3 µM | 290,000 tested, 1.1% active | Q8TCT1; in the data active means inhibition above about 60%
# Target sequence (Q8TCT1 whole entry, looked up): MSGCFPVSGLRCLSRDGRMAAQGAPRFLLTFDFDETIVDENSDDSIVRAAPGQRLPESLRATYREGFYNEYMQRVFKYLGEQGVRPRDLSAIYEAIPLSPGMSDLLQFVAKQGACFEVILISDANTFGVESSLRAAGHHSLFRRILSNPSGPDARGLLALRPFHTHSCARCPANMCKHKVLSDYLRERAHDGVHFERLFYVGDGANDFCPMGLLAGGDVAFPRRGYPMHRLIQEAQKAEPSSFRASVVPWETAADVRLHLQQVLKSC
# CRFBP-R2 agonist: CRF-BP/CRF-R2 complex agonism; HEK293 CRF-R2/CRF-BP, calcium dye fluorescence (FLIPR); percent of saturating CRF peptide response; activation, % at 13.2 µM; 350,000 tested, 0.46% active; AID 588473;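 active means activation of at least 50%, plus an integration ratio under a set limit after plate pattern correction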;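 further: plate controls were neutral control wells without compound for no effect and CRF at EC100 for full effect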
# MEKK3 PB1 HTS: raises or lowers MEK5 binding to the human MEKK3 PB1 domain; Q99759; bead-based flow cytometry, Alexa488-MEK5 binding to MEKK3; actives lie on both sides; 0 = blocked by unlabeled MEK5, 100 = vehicle; binding response (% of control), % at 10 µM; 290,000 tested, 1.4% active; AID 1529;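 active means binding response more than 3 SD above or below the average of its plate-row segment, actives on both sides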;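 further: Alexa488 bead fluorescence after subtracting the streptavidin-only scavenger bead signal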
# * marks the source's active call; other numbers are inactive results; . = no result given. Rows are unselected. About 4.2% of those tested had a hit in this group.
SMILES,IDE cell inh,GalR3 antagonist,pCIP destab,CHRM4 PAM,IDE cell activ,CRFBP-R2 block,PHOSPHO1 block,CRFBP-R2 agonist,MEKK3 PB1 HTS
O=c1[nH]c(N2CCOCC2)nc2c1CCCC2,-1,-5,1,4,-1,0,14,0.0,99
Cc1ccccc1-c1nc(CN2CCC(C(=O)N3CCC(C(N)=O)CC3)CC2)c(C)o1,3,.,-10,3,5,-53,-14,2.8,97
CCN(CC)C1CC(=O)N(c2ccc(Br)cc2)C1=O (stereo unspecified),6,-9,-7,-5,-5,6,9,-0.5,100
COc1cc2ncnc(NCc3ccc(C)cc3)c2cc1OC,7,5,5,4,-11,-20,26,1.9,109
Cc1ccc(C)c(S(=O)(=O)N2CCN(C(=O)CSc3ccccc3)CC2)c1,.,0,-6,-6,6,-25,30,1.6,100
O=C(CO/N=C/c1ccccc1)N1c2ccccc2Oc2ccccc21,-4,-7,-13,1,1,-5,-7,1.0,102
Cc1cccc(-n2c(=S)[nH]c3c(oc4ccccc43)c2=O)c1,-1,-3,-7,3,-2,-17,6,4.2,108
CN(C)C(=O)C1CCC(=O)N1Cc1cccs1 (stereo unspecified),-7,-4,15,4,7,12,-16,-1.2,91
CC(CCc1ccccc1)NC(=O)C(=O)NCc1ccccc1 (stereo unspecified),1,-1,-14,-1,5,18,-25,-1.8,104
COc1ccc(C(=O)c2c[nH]c(C(=O)NCc3cccs3)c2)cc1,3,-7,6,-2,-2,33,42,1.4,.
O=C(c1ccc([N+](=O)[O-])s1)N1CCN(c2ccccc2)CC1,-3,50*,-10,0,1,35,3,-2.4,101
O=C(/C=C/c1ccccc1Br)c1ccc2c(c1)OCO2,-1,4,-14,-23,-2,11,28,-2.3,97
CC1=C(C(=O)N(C)C)CC(CC(=O)NCc2cccc3ccccc23)C(=O)N1Cc1ccccc1 (stereo unspecified),.,-6,.,7,.,4,.,-0.4,.
CC1(C)Cc2c(cnn2-c2cccc(F)c2)C(NC(=O)Cn2cccn2)C1 (stereo unspecified),.,-1,-6,4,-1,-18,36,0.2,98
Cc1nc(-c2ccc([N+](=O)[O-])cc2)sc1C(=O)O,-4,-4,7,6,7,18,1,-1.6,103
COc1ccc(-c2nnc(SCCc3ccccc3)n2N)cc1,-3,2,-1,4,4,7,-1,-0.6,107
COc1ccccc1CN1C[C@@H]2C[C@@H](C3=Cc4cc(Cl)ccc4OC3)N3CCC[C@@]23C1=O,3,-9,-9,1,0,-1,41,-1.8,103
CC1(C)CC(=O)CC(C2(O)C(=O)N(Cc3ccccc3)c3ccccc32)O1 (stereo unspecified),0,6,-4,5,7,1,-14,-0.1,104
CC/C(=N\NC(=O)c1ccc(CN(C)S(=O)(=O)c2ccc(C)cc2)cc1)c1ccc(OC(F)F)cc1,9,7,-7,-2,1,13,-8,-0.2,98
CCN(C[C@H]1N[C@@](CC)(C(=O)OC)[C@H]2C(=O)N(C)C(=O)[C@@H]12)S(=O)(=O)c1ccc(F)cc1,0,-6,.,0,3,-9,.,0.6,.
CCn1c(C(C)NC(=O)c2ccccc2C)n[nH]c1=S (stereo unspecified),-1,-5,-5,1,0,9,1,1.2,103
CC(C)(C)C(=O)Nc1ccc(N2CCN(S(C)(=O)=O)CC2)cc1,0,5,6,15,-3,-15,-8,-1.5,73
Cc1ccc(C(=O)Nc2ccccn2)cc1S(=O)(=O)N1CCOCC1,-1,0,.,6,5,-23,.,1.3,.
CN1CCN(S(=O)(=O)c2cccc([N+](=O)[O-])c2)CC1,0,.,.,-2,4,22,.,5.9,96
Cc1cc(NC(=O)CSc2nc3cc(Cl)ccc3c(=O)n2C(C)C)no1,.,-3,.,-2,6,-4,.,-0.3,.
Oc1c(CN2CCOCC2)ccc2ccccc12,.,1,-3,-2,1,-29,-3,2.3,.
CN(C)S(=O)(=O)c1cc(NC(=O)C2=COCCO2)ccc1Cl,1,2,.,5,4,-7,.,0.5,.
COc1ccc(N=CC2=C(O)CC(C)(C)CC2=O)cc1OC,-1,2,-18,-4,2,5,40,0.1,100
CCN(CC)S(=O)(=O)c1ccc(N2CCN(S(=O)(=O)c3ccccc3C#N)CC2)nc1,-1,-6,8,18,-5,-9,7,1.8,102
CCn1cc(CNC(=S)Nc2cccc(Cl)c2C)cn1,6,-5,-10,13,3,7,34,0.5,99
Cc1ccccc1NC(=O)NCC1CCN(Cc2cccc(Cl)c2)CC1,-4,-8,-7,-5,-1,0,24,8.4,98
Nc1nc(N2CCN(Cc3ccccc3)CC2)n[nH]1,0,-5,12,-5,1,-2,-5,1.7,98
C/C(=N\NC(=O)c1cc(-c2cccs2)nc2ccccc12)c1ccccn1,-5,-5,-10,5,-5,-24,24,0.5,100
CCC(=O)NCCc1nc2cc(NC(=O)c3ccco3)ccc2n1C,-5,-9,-6,-2,2,1,42,-0.6,97
CCOC(=O)c1cnc2c(C#N)cnn2c1N,2,-4,15,0,4,3,28,-0.1,91
Cc1ccnc(NS(=O)(=O)c2ccc(NC(=O)c3ccc(S(=O)(=O)N4CCCC4)cc3)cc2)n1,1,-1,-3,4,4,-5,12,0.0,103
CCN(CC)S(=O)(=O)c1ccc2oc(C(=O)NC3CCCc4ccccc43)c(C)c2c1 (stereo unspecified),4,-3,-4,4,0,-10,-1,3.3,105
COc1ccc(C(=O)N[C@H](C(=O)NCCCSc2ccccc2)C(C)C)cc1,2,-4,.,-3,5,15,.,-1.0,.
COc1ccc2oc(C(=O)Nc3cccc(S(=O)(=O)N4CCOCC4)c3)c(C)c2c1,.,-6,.,-7,4,-6,.,1.4,.
COc1ccc(C(=O)CCS(=O)(=O)c2ccc(C)cc2)cc1,-5,-2,-5,5,4,2,38,0.4,106
COc1ccccc1N1CCN(C(=O)CSc2nc(C)cc(=O)[nH]2)CC1,-4,-3,-7,11,4,-20,32,3.9,101
Cc1ccc(OCCCSc2ncccn2)cc1C,5,-2,-5,6,-2,-3,-26,-0.4,104
COC(=O)c1cc(Br)c(=O)n(-c2ccccc2F)c1,-2,-4,-15,5,-1,13,24,-1.5,103
Cc1ccc(C(=O)NCC(=O)Nc2ccc(Cl)cc2)s1,5,-5,.,8,-1,2,.,-1.0,.
COc1ccccc1CCNC(=O)CCn1nc(C)c2c(C)n(-c3ccccc3)nc2c1=O,-1,-8,-1,-1,4,76*,48,-0.2,102
CCn1c(=O)cc(SCC(=O)Nc2ccc(C)cn2)c2ccccc21,3,-4,-23,7,-2,-8,-16,0.1,101
C/C(=N\N=C1\NC(=O)C(CC(=O)Nc2ccc(C)c(Cl)c2)S1)C(C)(C)C (stereo unspecified),3,-7,7,3,3,-82,12,2.8,97
COc1ccc(N/C=C/C(=O)c2ccc(C)cc2)c([N+](=O)[O-])c1,0,-3,.,0,3,2,.,0.2,96
CC(=O)Nc1nnc(-c2ccc3c(c2)CCCC3)o1,1,-2,4,4,0,-1,-2,-0.2,112
CCc1ccc(N/C(N)=N/c2nc(CSc3ccccn3)cc(=O)[nH]2)cc1,2,-4,-13,-6,.,-10,23,-0.2,102
O=C(NCCc1ccccc1)c1ccc2nc(-c3ccco3)c(-c3ccco3)nc2c1,-2,.,-1,-10,1,2,53,-0.3,94
O=C1C2CCCN2C(c2ccccc2)N1c1nccs1 (stereo unspecified),-5,-3,-31,-2,1,10,10,-2.7,91
CN(C(=O)CSc1nnc(-c2ccc(F)cc2)n1C)C1CCS(=O)(=O)C1 (stereo unspecified),5,-3,.,7,0,7,.,-1.1,.
Cc1ccc(NS(=O)(=O)c2cc(Br)cnc2N)c(Cl)c1,-3,-6,4,-13,-6,6,29,-1.0,99
CCOC(=O)c1cc(=O)n2nc(-c3ccc(C)cc3)nc2s1,2,-2,-8,0,2,-8,75*,8.3,108
Cc1ccc(/C=C2\S/C(=N/S(=O)(=O)c3cccs3)NC2=O)cc1,-1,1,-4,1,3,25,-3,-0.2,101
COc1ccc(Cl)cc1S(=O)(=O)Nc1noc2ccccc12,3,-10,-12,0,0,-1,24,0.9,107
CSc1ccccc1OCc1cc(C(=O)N2CCC[C@H]2C(N)=O)no1,-2,4,-2,2,0,-7,30,-1.3,102
O=C(O)/C=C/C(=O)N1CCN(c2ccc(F)cc2)CC1,3,-8,-11,1,1,-11,20,-1.4,95
O=C(COC(=O)c1ccc2c(c1)OCCO2)Nc1ccccc1C(F)(F)F,.,-5,.,2,.,18,.,-0.4,.

# By substructure: the entries above with a nitro group on carbon (4)
SMILES,IDE cell inh,GalR3 antagonist,pCIP destab,CHRM4 PAM,IDE cell activ,CRFBP-R2 block,PHOSPHO1 block,CRFBP-R2 agonist,MEKK3 PB1 HTS
O=C(c1ccc([N+](=O)[O-])s1)N1CCN(c2ccccc2)CC1,-3,50*,-10,0,1,35,3,-2.4,101
Cc1nc(-c2ccc([N+](=O)[O-])cc2)sc1C(=O)O,-4,-4,7,6,7,18,1,-1.6,103
CN1CCN(S(=O)(=O)c2cccc([N+](=O)[O-])c2)CC1,0,.,.,-2,4,22,.,5.9,96
COc1ccc(N/C=C/C(=O)c2ccc(C)cc2)c([N+](=O)[O-])c1,0,-3,.,0,3,2,.,0.2,96

# (cont.)
SMILES,IDE cell inh,GalR3 antagonist,pCIP destab,CHRM4 PAM,IDE cell activ,CRFBP-R2 block,PHOSPHO1 block,CRFBP-R2 agonist,MEKK3 PB1 HTS
CCCCN(CC)C(=O)c1cccc(Cl)c1,1,-4,-39,-5,0,19,-16,-3.3,101
Cc1cccc(N2CCN(S(=O)(=O)c3cnc[nH]3)CC2)c1C,5,1,7,4,-9,9,-5,0.0,113
Cn1c(SCC(=O)NCCN2C(=O)CSC2=O)nc2ccccc2c1=O,3,1,3,-2,2,0,22,3.1,99
Cc1cc(C)n(/N=C/c2ccccc2)c(=O)c1C#N,0,-6,-7,-2,2,3,19,-0.2,94
COCCn1c(SCC(=O)Nc2c(C)n(C)n(-c3ccccc3)c2=O)nnc1-c1ccncc1,-1,-4,.,1,-2,43,.,0.1,.
COc1ccc(OC)c(NC(=O)COC(=O)CN2C(=O)NC3(CCCC3)C2=O)c1,-3,-4,.,8,-1,-10,.,0.5,.
Cn1cc(S(=O)(=O)NCc2cccs2)c(=O)n(C)c1=O,0,.,8,7,7,-18,-11,12,108
Cc1cc(C)nc(SCc2ccc(C(=O)O)o2)n1,9,-3,5,13,2,-24,39,1.4,106
CC1CC(O)C(C)CN1 (stereo unspecified),.,-5,-12,-20,5,-2,-37,-1.8,99
CN1C(C)(C)CC(NC(=O)CCC(=O)NC2CC(C)(C)N(C)C(C)(C)C2)CC1(C)C,1,3,.,13,4,-25,.,0.6,104
Cc1ccc(-n2nnnc2SCC(=O)NNC(=O)c2ccco2)cc1C,3,-2,-10,-4,3,24,18,-1.1,103
COc1ccc(CCNC(=O)CCn2c(SCC(=O)N3CCCC3)nc3ccccc3c2=O)cc1OC,0,5,0,-6,1,13,-5,-1.2,86
COc1cccc(OC)c1C(=O)Nc1c(C(=O)N2CCN(C)CC2)oc2ccccc12,2,-8,-3,0,-1,-3,27,-0.9,102
COc1cc(C(=O)COC(=O)c2ccncc2)cc(OC)c1OC,-3,-4,.,4,1,4,.,2.3,.
O=C(Nc1ccnc(-c2ccncc2)n1)c1ccccc1Cl,3,-6,9,-2,-7,4,32,0.5,101
COc1ccccc1CCN1C(=S)NC(C)(C)CC1(C)O (stereo unspecified),4,-2,-14,4,-1,-1,19,0.2,106
